Vif-A3G inh – blocks the Vif interaction with human APOBEC3G | Q9HC16 | HeLa A3G-eYFP + Vif (tagged APOBEC3G with the HIV-1 protein that degrades it), YFP fluorescence, overnight | Potency, µM (top dose mostly 46.1 µM), inactives show at the top dose activity, negative = active, actives largely listed as inhibitors | 410,000 tested, 0.076% active | AID 602310;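 note: potency is the fitted concentration of half-maximal effect; % is set by controls: 0 for no effect and ±100 for the full control effect; nearly all actives have a fitted effect of over 60% in size; hits raise eYFP signal because A3G escapes Vif-driven loss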
Target sequence (Q9HC16 whole entry, looked up): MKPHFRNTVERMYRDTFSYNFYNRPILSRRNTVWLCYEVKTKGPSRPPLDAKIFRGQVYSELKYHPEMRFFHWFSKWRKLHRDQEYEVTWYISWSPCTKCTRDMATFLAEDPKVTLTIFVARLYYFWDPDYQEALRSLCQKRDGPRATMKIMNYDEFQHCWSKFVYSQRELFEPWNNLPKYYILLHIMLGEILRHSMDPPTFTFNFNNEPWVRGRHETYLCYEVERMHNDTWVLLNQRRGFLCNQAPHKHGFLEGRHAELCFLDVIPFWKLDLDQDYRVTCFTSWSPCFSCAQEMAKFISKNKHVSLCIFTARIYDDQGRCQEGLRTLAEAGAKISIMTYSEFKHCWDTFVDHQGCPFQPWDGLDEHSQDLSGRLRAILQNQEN
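Read-out is eYFP fluorescence (Ex 488/Em 500-530) from Vif-expressing HeLa A3G-eYFP cells; more signal means A3G escaped Vif-mediated degradation. Cells plated overnight, compound pinned in, incubated overnight at 37 deg C.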
D1 ag – agonists of human D1 dopamine receptor. P21728. HEK293 T-REx D1 cells, calcium flux, agonist mode. activation, % at 2 µM. 360,000 tested, 1% active. AID 504660; in the data active = activation above about 30%; note: 0% is about no effect
Target sequence (P21728 whole entry, looked up): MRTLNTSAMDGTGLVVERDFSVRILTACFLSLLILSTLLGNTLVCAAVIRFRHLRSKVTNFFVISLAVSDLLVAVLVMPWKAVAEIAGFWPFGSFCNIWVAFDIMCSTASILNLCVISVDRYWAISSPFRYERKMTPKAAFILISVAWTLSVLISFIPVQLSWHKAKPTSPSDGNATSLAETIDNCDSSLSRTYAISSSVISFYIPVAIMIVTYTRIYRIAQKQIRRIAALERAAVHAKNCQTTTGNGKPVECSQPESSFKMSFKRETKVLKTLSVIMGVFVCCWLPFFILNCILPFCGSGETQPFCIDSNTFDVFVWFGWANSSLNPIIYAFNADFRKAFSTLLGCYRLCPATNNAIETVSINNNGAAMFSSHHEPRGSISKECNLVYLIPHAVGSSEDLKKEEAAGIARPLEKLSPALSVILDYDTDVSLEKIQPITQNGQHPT
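Tetracycline-induced HEK293 TREx D1 cells, force-coupled to calcium signalling, were dye-loaded with a no-wash calcium kit. Compound was pin-added after a 10 s baseline. Fluorescence was read kinetically at 1 cycle/s for 180 s, with calcium rises flagged as agonism.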
RXFP1 agonist – RXFP1 (human) receptor agonism; Q9HBX9; HEK293T-RXFP1 cAMP TR-FRET, 30 min; response scale: percent of porcine relaxin response, buffer zero; Potency, µM (series often up to 57.5 µM), for inactives: top-dose activation, actives largely listed as activators; 370,000 tested, 0.3% active; AID 2676; note: potency is the fitted concentration of half-maximal effect; % is set by controls: 0 for no effect and ±100 for the full control effect; nearly all actives have a fitted effect of over 60% in size; many of its hits are not listed in these tables
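cAMP rise read by TR-FRET after 30 min, 37C compound exposure (up to 58 uM) in RXFP1-transfected HEK293 cells with Ro 20174 present. EC50 from Hill-equation fits, with 29 nM porcine relaxin as 100% and buffer as basal.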
GRP78 ERSR act – ER stress response induction in glioma; U87-MG GRP78 promoter luciferase reporter, 16 h; Potency, µM, for the others: at the highest dose activation, usual class: activators; 420,000 tested, 0.02% active; note: potency is the fitted concentration of half-maximal effect; series mostly up to about 76 µM; % of control where 0% means no effect; nearly all actives have a fitted effect of over 35% in size
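Stably transfected U87-MG glioma cells carrying a GRP78-based luciferase sensor; 16 h compound incubation. Luminescence end-point read 10 min after Bright-Glo addition at room temperature.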
RXFP1 antag – blocks the human relaxin receptor RXFP1; Q9HBX9; HEK293-RXFP1, relaxin-stimulated cAMP HTRF, 30 min; hits give low values; activity change, negative = inhibition, % at 57.5 µM; 350,000 tested, 0.59% active; AID 1259400;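 active = activity change of -60% or lower, but not beyond a set lower limit; inconclusive = change between -60% and -40%, or beyond the set limit; inactive = change above -40%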; note: % is set by controls: 0 for no effect and ±100 for the full control effect
D1 PAM – potentiators of human D1 dopamine receptor; HEK293 TREx D1 cells, calcium flux, dopamine EC20 potentiation; potentiation, % at 10 µM; 360,000 tested, 0.036% active; in the data active = potentiation above about 30%; note: 0% is about no effect
D2 PAM – D2 dopamine receptor (human) potentiation. P14416. HEK293 T-REx D2, calcium flux, EC20 dopamine potentiation. potentiation, % at 10 µM. 340,000 tested, 0.34% active. AID 485347;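 active = potentiation over 3 SD above the plate norm, cut at about 30% in these data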; note: 0% is about no effect
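Tetracycline-induced Hek293 Trex D2 cells, force-coupled to calcium, loaded with no-wash calcium dye. Compound added with 180 s kinetic read for agonism, then EC20 dopamine and a further 180 s read for potentiation.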
D1 antagonist – antagonists of human D1 dopamine receptor | P21728 | activity change, negative = inhibition, % at 10 µM | 360,000 tested, 3.2% active | HEK293 TREx D1 cells, calcium flux, dopamine EC80; hits give low values; in the data active = activity change below about -30%; note: % is set by controls: 0 for no effect and ±100 for the full control effect
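Tetracycline-induced HEK293 T-REx cells with force-coupled D1 receptor were loaded with a no-wash calcium dye. Compound was added after a 10 s baseline and read kinetically for 180 s; EC80 dopamine was then added and calcium flux followed another 180 s.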
Vif-A3F inh – inhibitors of Vif-A3F interaction. HeLa A3F-eYFP + Vif (tagged APOBEC3F with the HIV-1 protein that degrades it), YFP fluorescence increase. Potency, µM (doses to about 46.1 µM), inactives show at the highest dose activity, negative = active. 390,000 tested, 0.2% active; note: potency is the fitted concentration of half-maximal effect; % of control where 0% means no effect; nearly all actives have a fitted effect of over 65% in size
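HeLa cells stably expressing A3F-eYFP plus Vif, plated and incubated overnight at 37 deg C, then exposed to compounds overnight at 37 deg C. Blocked degradation read as raised yellow fluorescence (Ex 488/Em 500-530).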
Active calls of the source: *; ? = inconclusive; · = no result given. Unless noted, calls come from the whole dose curve; as a rule, active = well fitted curve in the direction sought with a large enough effect; inconclusive = small, poorly fitted or top-dose-only effect, or another doubt; inactive = no such curve, though single readings can be large; an effect the other way counts as inactive or inconclusive.

SMILES	Vif-A3G inh	D1 ag	RXFP1 agonist	GRP78 ERSR act	RXFP1 antag	D1 PAM	D2 PAM	D1 antagonist	Vif-A3F inh
COc1ccc(C(=O)Nc2nc3ccccc3[nH]2)cc1S(=O)(=O)N1CCOCC1	-0.9%	0.8	-0.4%	-2.0%	3.0	-5.7	-8.9	-2.8	5.7%
Cn1c(C(=O)N2CCCC(C(=O)NCc3ccccc3)C2)cc2sccc21 (centres undefined)	0.8%	0.2	0.3%	0.9%	22.7	-7.2	7.1	11.1	1.8%
Cc1cccc(CCNC(=O)CN(c2ccc(C(C)C)cc2)S(=O)(=O)c2c(C)nn(C)c2C)c1	4.2%	12.3	2.5%	-3.2%	-23.1	-1.8	0.2	-0.4	10.9%
COC(=O)c1sc(NC(=O)CC(C)C)c(C(=O)OC)c1C	-6.7%	1.7	2.8%	-0.8%	-12.3	0.5	-10.2	-1.8	-2.4%
COc1ccc(N2CCN(CCCNC(=O)c3sc4ncccc4c3-n3cccc3)CC2)cc1	2.6%	-0.8	5.6%	-0.3%	-9.3	-1.8	-19.9	-9.4	0.6%
COc1ccc(CNC(=O)C(C)N2CCN(c3ccc(C(C)=O)cc3)CC2)cc1 (centres undefined)	0.1%	-0.3	-0.8%	-4.3%	-21.5	6.5	10.6	1.6	6.1%
CCOC(=O)c1c(C)oc2ncnc(Nc3ccc(F)cc3Cl)c12	0.9%	0.7	-2.6%	-3.6%	4.5	0.2	2.3	0.9	-11.0%
Cc1nnc2sc(-c3ccc(NC(=O)c4ccc(-c5ccc(Cl)cc5Cl)o4)cc3)nn12	-5.0%	·	·	-0.6%	-11.4	·	·	·	-20.0%
CCCCCn1cnc2c(sc3nc4c(cc32)CSC(C)(C)C4)c1=O	-6.8%	0.1	1.6%	0.3%	-2.7	3.3	3.4	9.0	0.1%
CC(C)OCCCNC(=O)c1ccc2c(c1)N(Cc1c(F)cccc1Cl)C(=O)c1ccccc1S2	0.7%	6.6	0.1%	-2.7%	·	0.9	-1.6	-6.9	-2.3%
COc1ccc(OC)c(-c2csc(-c3c(N)c(C(=O)c4ccccc4)n4ccccc34)n2)c1	·	5.1	-0.5%	·	2.1	-1.0	0.5	-9.1	·
CS(=O)(=O)c1ccc(N2CCN(S(=O)(=O)c3cccs3)CC2)c([N+](=O)[O-])c1	4.3%	22.6	1.8%	-3.1%	-6.1	·	-5.0	-4.2	-5.4%
O=C(Nc1cccc(S(=O)(=O)N2CCOCC2)c1)C1COc2ccccc2O1 (centres undefined)	-0.2%	8.9	0.3%	0.3%	-1.1	-6.8	13.0	-7.6	3.0%
CCCCOc1ncnc2c1[nH]c1ccc(C)cc12	0.4%	12.6	0.8%	-9.1%	-16.6	-8.1	-5.3	-1.1	3.0%
C[C@H]1CN([C@@H](C)CO)C(=O)CCCn2nncc2CO[C@H]1CN(C)C(=O)c1ccc(N2CCN(C)CC2)cc1	-1.0%	·	·	-3.8%	4.9	·	·	·	0.8%
COc1ccc(CCNC(=O)c2ccc(Cn3c(=O)[nH]c4cc(OC)c(OC)cc4c3=O)cc2)cc1OC	-4.1%	0.8	1.3%	-3.0%	·	0.4	-5.0	-35.5*	0.3%
O=C(CN(c1ccc(Cl)c(C(F)(F)F)c1)S(=O)(=O)c1ccccc1)N1CCOCC1	-10.5%	1.0	-0.2%	-4.0%	-15.4	-5.8	1.4	4.1	1.9%
CCOC(=O)c1cc(-c2ccc(Cl)s2)[nH]n1	-0.3%	3.0	-1.6%	2.9%	-10.3	-5.2	5.6	-15.8	6.4%
COc1cc(NC(=S)NCCCO)c(OC)cc1Cl	2.2%	0.5	2.6%	-3.1%	-14.9	-0.5	-6.1	-3.0	-18.8%
CN1C(=O)/C(=C\c2cc(Br)cs2)c2ccccc21	-15.6%	0.9	0.7%	?	-5.1	-6.3	-3.1	11.0	?
CCCCCCSc1ccc([C@H]2N[C@@](Cc3ccccc3)(C(=O)OC)[C@H]3C(=O)N(CC)C(=O)[C@@H]23)cc1	-0.9%	13.1	-0.1%	-0.8%	·	-2.2	4.2	-3.4	-5.6%
CCCCOC(=O)NC1CCc2cc(OC)c(OC)c(OC)c2-c2ccc(SC)c(=O)cc21 (centres undefined)	-47.8%	·	·	-5.9%	-3.1	·	·	·	-5.0%
Cc1ccc(C(=O)NCCCNC(=O)c2ccco2)cc1	-3.1%	2.3	1.6%	-4.7%	-4.6	-2.9	-7.7	-2.6	-26.5%
O=C(O)c1[nH]c2ccccc2c1C=NCc1ccccc1Cl	-0.3%	0.2	-0.7%	-6.6%	11.1	-1.9	-0.1	-1.7	2.0%
O=C(NNC(=O)c1ccccc1C(=O)O)c1ccc(O)cc1	1.5%	0.9	-0.6%	-0.2%	?	-0.9	-4.9	-1.6	8.5%
CC1Cc2ccccc2N1C(=O)CSc1nnc(-c2cccc(Cl)c2)o1 (centres undefined)	·	1.4	-1.1%	·	2.4	0.3	-7.7	-4.5	·
N#Cc1c(-c2ccc(Cl)cc2)cc(-c2ccccc2)nc1SCC(=O)O	0.6%	6.5	8.3%	-1.9%	-2.4	-4.3	-3.2	-10.5	-6.0%
Cc1cc(C)c(NC(=O)C2CCN(S(C)(=O)=O)CC2)c(C)c1	-5.9%	·	·	-2.1%	-0.5	·	·	·	0.3%
COCCNC(=O)CCn1c(=O)c2cc(OC)c(OC)cc2n(CC(=O)Nc2ccc(Cl)cc2F)c1=O	-0.7%	-0.3	-1.0%	-1.4%	-13.5	0.8	-2.3	-11.6	1.5%
CSC1=NS(=O)(=O)c2c(C)nn(C)c2S1	-5.6%	3.1	0.8%	-4.0%	-29.1	0.3	-6.3	-9.2	-3.5%
O=C(O)C1CCCN(S(=O)(=O)Cc2ccccc2)C1 (centres undefined)	-8.2%	4.7	3.5%	-2.3%	0.8	-1.8	-2.6	-3.7	-0.6%
O=C(NCC1CCCO1)c1cccc(NC(=O)c2ccco2)c1 (centres undefined)	0.1%	0.5	2.6%	4.3%	-5.8	2.2	-3.8	-19.3	-8.2%
C[C@H]1Cn2cnc(C(=O)Nc3ccccc3)c2C(=O)N1	0.5%	·	·	1.1%	0.4	·	·	·	4.4%
Cc1ccccc1N1CCN(Cc2c[nH]c3ccccc23)CC1	-13.3%	18.7	-0.7%	-4.3%	-18.4	-7.3	-18.8	-2.4	-9.6%
COc1ccc(N2CCN(C(=O)c3cnc(N4CCOCC4)c4ccccc34)CC2)cc1	1.8%	3.3	-2.0%	-3.8%	-9.6	-2.6	15.9	5.4	10.1%
CC(C(=O)NCc1ccc2c(c1)OCO2)N(c1ccccc1)S(C)(=O)=O (centres undefined)	3.9%	1.8	-1.1%	-6.2%	-6.7	-1.2	2.0	7.5	5.2%

Pulled one by one from the list above:
SMILES	Vif-A3G inh	D1 ag	RXFP1 agonist	GRP78 ERSR act	RXFP1 antag	D1 PAM	D2 PAM	D1 antagonist	Vif-A3F inh
COc1ccc(N2CCN(C(=O)c3cnc(N4CCOCC4)c4ccccc34)CC2)cc1	1.8%	3.3	-2.0%	-3.8%	-9.6	-2.6	15.9	5.4	10.1%
O=C(NCC1CCCO1)c1cccc(NC(=O)c2ccco2)c1 (centres undefined)	0.1%	0.5	2.6%	4.3%	-5.8	2.2	-3.8	-19.3	-8.2%
Cc1cc(C)c(NC(=O)C2CCN(S(C)(=O)=O)CC2)c(C)c1	-5.9%	·	·	-2.1%	-0.5	·	·	·	0.3%

Additional structures.
SMILES	Vif-A3G inh	D1 ag	RXFP1 agonist	GRP78 ERSR act	RXFP1 antag	D1 PAM	D2 PAM	D1 antagonist	Vif-A3F inh
Cc1cc(S(=O)(=O)Nc2ccc(N3CCOCC3)cc2)ccc1Br	-1.0%	2.7	-2.2%	-1.6%	-6.1	1.1	-7.8	-8.9	-0.3%
COc1ccc(N2CCN(Cc3nnc(-c4ccc5c(c4)OCO5)o3)CC2)cc1	-1.8%	4.6	-2.2%	-3.2%	-5.0	-2.8	-1.9	-14.0	-4.4%
CC(OC(=O)c1ccc(-n2cnnn2)cc1)C(=O)Nc1ccccc1[N+](=O)[O-] (centres undefined)	-0.9%	2.1	1.8%	-1.8%	-0.4	-7.8	9.6	-9.4	0.0%
O=C(CSc1nnc(-c2ccco2)o1)NCC(=O)c1ccccc1	1.4%	0.0	0.7%	0.5%	-9.0	5.1	·	19.5	-2.9%
Cc1cc(Cl)cc(Br)c1OCCCNCC(C)O (centres undefined)	-3.0%	10.2	0.2%	-6.8%	-12.9	-8.5	-9.7	-16.7	-29.3%
COc1ccc2c(c1)CCC/C2=N\OC(=O)c1ccccc1F	3.6%	9.8	1.7%	-1.8%	-25.1	3.6	10.3	8.3	-11.7%
N#Cc1c(NC(=O)CSCC(=O)O)sc2c1CCCC2	-2.9%	1.3	0.1%	-7.1%	-19.1	-3.7	-20.4	4.7	-6.4%

Among those listed so far, these contain a nitro group on carbon.
SMILES	Vif-A3G inh	D1 ag	RXFP1 agonist	GRP78 ERSR act	RXFP1 antag	D1 PAM	D2 PAM	D1 antagonist	Vif-A3F inh
CS(=O)(=O)c1ccc(N2CCN(S(=O)(=O)c3cccs3)CC2)c([N+](=O)[O-])c1	4.3%	22.6	1.8%	-3.1%	-6.1	·	-5.0	-4.2	-5.4%
CC(OC(=O)c1ccc(-n2cnnn2)cc1)C(=O)Nc1ccccc1[N+](=O)[O-] (centres undefined)	-0.9%	2.1	1.8%	-1.8%	-0.4	-7.8	9.6	-9.4	0.0%

This is a subset (hit frequency here may not be typical).
